Screening results (PubChem BioAssay)
TbPYK inhibitor: T. brucei pyruvate kinase inhibition | Potency, µM (doses to about 76.8 µM), without a hit: top-dose activity, negative = inhibition, usual class: inhibitors | Q57TT1 | 0.12% of 410,000 active | TbPYK enzyme, Kinase-Glo Plus ATP luminescence, 45 min; further: potency means the concentration at half of the fitted maximal effect; on the % scale 0 is the no-effect control and ±100 the full control effect; nearly all actives have a fitted effect of over 50% in size
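Screened from lowest to highest concentration, compounds were pinned into TbPYK/substrate mixtures, and ADP (130 uM final) was added. Plates sat at room temperature for 45 min prior to Kinase-Glo Plus detection by luminescence.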
HCV inh: inhibitors of hepatitis C virus infection; Huh7.5.1 HCVcc-Cre infection, luciferase reporter, 44 h; AID 651820; 3.4% of 340,000 active; Potency, µM (titrated, usually from 41.8 µM), without a hit: at the top dose activity change, negative = inhibition, usual class: inhibitors; further: potency means the concentration at half of the fitted maximal effect; on the % scale 0 is the no-effect control and ±100 the full control effect
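A cell-based infection assay in which seeded cells (1,000 per well) receive test compound after 4 h, are inoculated with HCVcc-Cre at approximately 0.5 moi, and are incubated 44 h before luminescence detection.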
Pf growth 48h: inhibits P. falciparum growth in the first generation, 48 h; P. falciparum luciferase growth in erythrocytes, 48 h; Potency, µM (series often up to 28.7 µM), inactives show at the highest dose activity change, negative = inhibition, hits mostly inhibitors; 5.9% of 310,000 active; further: potency means the concentration at half of the fitted maximal effect; on the % scale 0 is the no-effect control and ±100 the full control effect
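Growth was read as firefly luciferase luminescence after a 48 h, 37 C, 5% CO2 exposure of compounds to reporter-bearing P. falciparum cultures (0.1% parasitemia, 2% hematocrit final) in Albumax-supplemented RPMI 1640.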
LmPK inh: LmPK (Leishmania mexicana) enzyme inhibition; Q27686; purified LmPK, Kinase-Glo ATP luminescence, 1 h; Potency, µM (series often up to 57.5 µM), without a hit: at the highest dose activity change, negative = inhibition, most hits filed as inhibitors; 0.37% of 290,000 active; AID 1721; further: potency means the concentration at half of the fitted maximal effect; on the % scale 0 is the no-effect control and ±100 the full control effect
Target sequence (Q27686 whole entry, looked up): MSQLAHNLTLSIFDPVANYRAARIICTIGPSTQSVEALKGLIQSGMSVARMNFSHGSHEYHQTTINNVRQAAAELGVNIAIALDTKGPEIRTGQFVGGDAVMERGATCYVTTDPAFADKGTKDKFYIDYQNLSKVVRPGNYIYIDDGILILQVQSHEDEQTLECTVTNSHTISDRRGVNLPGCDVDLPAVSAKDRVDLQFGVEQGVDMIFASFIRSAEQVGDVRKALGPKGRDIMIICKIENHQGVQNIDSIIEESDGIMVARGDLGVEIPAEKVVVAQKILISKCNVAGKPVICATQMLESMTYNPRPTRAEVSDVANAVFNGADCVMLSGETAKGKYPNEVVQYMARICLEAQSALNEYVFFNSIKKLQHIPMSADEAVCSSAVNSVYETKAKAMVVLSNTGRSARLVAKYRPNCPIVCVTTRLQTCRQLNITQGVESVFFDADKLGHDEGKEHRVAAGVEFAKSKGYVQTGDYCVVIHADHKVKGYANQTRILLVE
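Pyruvate kinase activity monitored as ATP production (luciferase luminescence). Conditions: 0.1 nM enzyme, 0.5 mM PEP, 0.1 mM ADP, 1 h, RT; normalized against uninhibited and no-enzyme wells.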
Shiga toxin inh: blocks Shiga toxin action in Vero cells; Vero cells, Shiga toxin protein synthesis inhibition reporter; inhibition, % at 38.7 µM; 9.2% of 290,000 active; AID 2315; in the data active means inhibition mostly above about 28%, no sharp cut-off; inactive means mostly below about 43%; further: 0% is about no effect
Pf growth 96h: P. falciparum growth inhibition at 96 hour, primary screen for plastid delayed-death inhibitors; P. falciparum luciferase reporter growth, 96 h; Potency, µM (doses to about 28.7 µM), for inactives: top-dose activity change, negative = inhibition, actives largely listed as inhibitors; 6.9% of 320,000 active; further: potency means the concentration at half of the fitted maximal effect; on the % scale 0 is the no-effect control and ±100 the full control effect
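Parasite growth measured via integrated firefly luciferase reporter in P. falciparum. Infected erythrocytes at 2% hematocrit, 0.05% parasitemia final were treated 96 hours at 37 C under 5% CO2, and luminescence was read.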
CHX counter: affects cycloheximide protein synthesis inhibition readout, counter-screen; cell reporter, cycloheximide protein synthesis inhibition counterscreen; max response, %; 12% of 300,000 active; AID 2314; in the data active means max response mostly above about 13%, no sharp cut-off; inactive means mostly below about 14%; further: read at 38.3 µM for the half of the compounds with a filed dose; 0% is about no effect
An asterisk follows results filed as active; ? = inconclusive; / = no result given; & = joins results of further samples; [ ] = dose if it differs, or a comment. Unless noted, the call rests on the fitted dose curve; in most records, active means well fitted curve in the direction sought with a large enough effect; inconclusive means small, poorly fitted or top-dose-only effect, or another doubt; inactive means no such curve, though single readings can be large; an effect the other way counts as inactive or inconclusive.

cpd | SMILES | TbPYK inhibitor | HCV inh | Pf growth 48h | LmPK inh | Shiga toxin inh | Pf growth 96h | CHX counter
1 | COc1cccc2sc(N3CCN(C(=O)c4cccs4)CC3)nc12 | -5% | -5% | 0% | / | / | 10% | /
2 | CCN(CC)S(=O)(=O)c1ccc(N2CCN(C)CC2)c(NC(=O)c2cc(=O)c3ccccc3o2)c1 | -2% | 1% | 0% | 13% | -13 | -17% | 1
3 | COc1cccc(-c2cc(C(=O)NCCc3ccccc3)no2)c1 | -16% | 20% | / | 8% | -15 | 15% | -6
4 | CCCCNC1CCS(=O)(=O)C1 (configuration not stated) | 0% | ? | / | -1% | 0 | -101% | -2
5 | O=C(Nc1ccc2c(c1)OCO2)c1nn(-c2ccccc2)c(=O)c2ccccc12 | 0% | ? | 12µM* | 4% | -8 | 13µM* | -4
6 | CCOC(=O)CC(=O)CSc1nc(C)nc2c1oc1ccccc12 | -4% | ? | ? | 0% | 47 | / | 9
7 | O=C1N(CN2CCN(Cc3ccccc3)CC2)c2ccccc2C12OCCCO2 | -19% | 3% | / | -3% | 23 | 15% | 12
8 | Cc1cc(C)n(CC(=O)NNC(=O)CCCOc2ccc(Cl)c(C)c2)n1 | -3% | 4% | -4% | -6% | -7 | 43%[activator] | -2
9 | CCOC(=O)C1=C(C)OC(N)=C(C#N)C1c1ccccc1 (configuration not stated) | -4% | 3% | 36%[activator] | 1% | -16 | 1% | 0
10 | CC(C)Sc1nnc([C@H](Cc2c[nH]c3ccccc23)NC(=O)OC(C)(C)C)o1 | 0% | -11% | ? | -1% | 15 | / | -2
11 | O=C1OCCN1C(=O)[C@H]1[C@H](c2ccc([N+](=O)[O-])cc2)C(c2ccc(F)cc2)=NN1c1ccccc1 | -6% | ? | / | / | -16 | / | 2
12 | O=C(CSc1n[nH]c(=O)n1Cc1ccco1)N1CCOCC1 | 0% | 15% | 37%[activator] | -1% | -6 | 1% | 16*
13 | COc1cccc(NC(=O)CN(C)S(=O)(=O)c2ccc(C)cc2)c1 | 5% | 35%[activator] | ? | 3% | 8 | ? | 2
14 | Cc1ccc(N(Cc2ccccc2)C(=O)c2cc(S(=O)(=O)N3CCOCC3)ccc2N2CCCC2)cc1 | -23% | ? | 2.6µM* | / | / | ? | /
15 | Cc1ccc(-n2c(C)nn(CC3CC3)c2=O)cc1 | -11% | -8% | 22% | -2% | -8 | ? | 1
16 | CCOC(=O)C1CCN(c2c(N3CCN(Cc4ccccc4)CC3)c(=O)c2=O)CC1 | 1% | 0% | / | 11% | -35 | -16% | 1
17 | Cc1cc(C)c(OCC(=O)N2CC=C(c3ccccc3)CC2)c(C)c1 | -8% | -29% | -6% | -8% | 14 | 1% | 7
18 | CCN(c1ccc2c(c1)OCO2)S(=O)(=O)c1cc(Br)cc2c1N(C(=O)C1CC1)CC2 | ? | ? | 1.5µM* | 1% | 12 | 22% | 10
19 | O=C(NNC(=O)c1cccnc1)NC12CC3CC(CC(C3)C1)C2 | 3% | 41%[activator] | 3% | 4% | -2 | ? | -3
20 | CN(C)c1ccc(C(=O)C(O)c2ccc(C(C)(C)C)cc2)cc1 (configuration not stated) | 1% | ? | 11% | -2% | 15 | / | 9
21 | CCC(C)C(NC(=O)C1CCC(=O)N1C(=O)OCc1ccccc1)C(=O)NC(C(=O)N1CCCC1C(N)=O)C(C)CC (configuration not stated) | 0% | 23% | -37% | 9% | -2 | 3% | -3
22 | COc1ccc(-c2c(C)nn3c(N)c(-c4ccccc4)cnc23)cc1OC | 6% | 13µM* | ? | 13% | 88 | -12% | 18*
23 | C=CCOc1ccc(/C=C/C(=O)OCC(=O)NCC(=O)Nc2c(C)cc(C)cc2C)cc1 | -7% | -10% | 2% | / | / | 1% | /
24 | CCC(C(=O)Nc1ccc(C(=O)N2CCCC2)cc1)c1ccccc1 (configuration not stated) | 2% | -5% | -12% | 9% | -16 | 23% | 8
25 | CC1CCN(C(=O)C(C)NCc2ccc(F)cc2)CC1 (configuration not stated) | 3% | 3% | 2% | -3% | -4 | ? | 2
26 | COc1ccc(OCCC(=O)OCC(=O)NCc2ccccc2)cc1 | -5% | 14% | 8% | 3% | -2 | 29% | -3
27 | CCc1ccccc1NC(=O)CCNC(=O)Cn1ccc2ccccc2c1=O | 6% | 0% | 26% | 14% | -12 | ? | -5
28 | Cc1ccc2c(c1)C(=O)CC(O)(C(F)(F)F)O2 (configuration not stated) | -10% | 11% | 15% | 4% | 44 | 22% | -1
29 | Cc1ccccc1N1CC(C(=O)Nc2ccc(S(=O)(=O)NCC3CCCO3)cc2)CC1=O (configuration not stated) | -1% | 23% | -4% | 0% | -2 | ? | 1
30 | O=C1Nc2ccc(F)cc2C12SCCS2 | 2% | -12% | -28% | 2% | -24 | 16% | -1
31 | Cc1c(C)c2ccc(OCC(=O)N3CCN(c4cccc(Cl)c4)CC3)cc2oc1=O | -3% | -4% | 11% | 12% | -21 | ? | -4
32 | Cc1ccc(NC(=O)c2c(-c3ccccc3Cl)noc2C)nc1 | -10% | -5% | 13% | 2% | 8 | 15% | -1
33 | O=C(Nc1cccc(-c2nc3ccccc3o2)c1)c1ccc(N2C(=O)C3C4C=CC(C4)C3C2=O)cc1 (configuration not stated) | 6% | ? | / | 7% | 21 | ? | -1
34 | Cc1ccc(C(OC(=O)c2ccco2)C(=O)NC2CCCCC2)cc1 (configuration not stated) | 5% | 1% | 7% | 1% | 41 | ? | 2
35 | O=C(O)COc1ccccc1/C=N/NC(=O)CN1CCN(S(=O)(=O)c2ccc(Br)cc2)CC1 | 11% | 17% | -7% | 8% | -4 | 1% | 1
36 | NC(=O)c1cc2cc(Cl)ccc2oc1=Nc1cccc(C(F)(F)F)c1 | -1% | 12% | 15% | 3% | -19 | -18% | -1
37 | COc1ccc(S(=O)(=O)NCc2nc3nc(C)cc(C)n3n2)cc1OC | -13%&-3% | 13% | 13% | -3% | -8 | 5.2µM* | -2
38 | C=CCN(CC=C)C(=S)NC(=O)c1ccc(OC)c(Br)c1 | 2% | -30% | 10µM* | -3% | -15 | 15µM* | -2
39 | O=C(CNC(=O)C12CC3CC(CC(C3)C1)C2)N/N=C\c1ccccn1 | 1% | 22% | 29% | 0% | -7 | 20% | -6
40 | O=C(NCc1cccnc1)c1ccc(NC(=O)c2cccc([N+](=O)[O-])c2)cc1 | 2% | -8% | ? | -4% | 26 | ? | -4
41 | O=C(CNS(=O)(=O)c1ccccc1)NCC(=O)N1CCCCC1 | -4% | 15% | 47%[activator] | 2% | -4 | 0% | -3
42 | CN1CCN(S(=O)(=O)c2ccc(-c3ccc(Cl)cc3)cc2)CC1 | -25% | 6% | -13% | 5% | 5 | / | 3
43 | Cc1ccc(-c2csc(NC(=O)c3ccccc3Cl)c2C(=O)O)cc1 | 3% | 26% | 15% | -2% | 40* | 40%[activator] | 23*
44 | CSC(SC)=C(C#N)C(=O)c1ccccc1 | 1% | ? | -1% | -1% | -3 | 30%[activator] | 15
45 | COC(=O)c1sccc1NC(=O)Nc1ccc(C)cc1C | -2% | -10% | 0% | 2% | -1 | -22% | 25

A draw from above in order of heavy-atom count, falling.
cpd | SMILES | TbPYK inhibitor | HCV inh | Pf growth 48h | LmPK inh | Shiga toxin inh | Pf growth 96h | CHX counter
29 | Cc1ccccc1N1CC(C(=O)Nc2ccc(S(=O)(=O)NCC3CCCO3)cc2)CC1=O (configuration not stated) | -1% | 23% | -4% | 0% | -2 | ? | 1
18 | CCN(c1ccc2c(c1)OCO2)S(=O)(=O)c1cc(Br)cc2c1N(C(=O)C1CC1)CC2 | ? | ? | 1.5µM* | 1% | 12 | 22% | 10
40 | O=C(NCc1cccnc1)c1ccc(NC(=O)c2cccc([N+](=O)[O-])c2)cc1 | 2% | -8% | ? | -4% | 26 | ? | -4
34 | Cc1ccc(C(OC(=O)c2ccco2)C(=O)NC2CCCCC2)cc1 (configuration not stated) | 5% | 1% | 7% | 1% | 41 | ? | 2
6 | CCOC(=O)CC(=O)CSc1nc(C)nc2c1oc1ccccc12 | -4% | ? | ? | 0% | 47 | / | 9
45 | COC(=O)c1sccc1NC(=O)Nc1ccc(C)cc1C | -2% | -10% | 0% | 2% | -1 | -22% | 25

Additional compounds follow:
cpd | SMILES | TbPYK inhibitor | HCV inh | Pf growth 48h | LmPK inh | Shiga toxin inh | Pf growth 96h | CHX counter
46 | Cc1ccc(CN(C)Cc2cc(=O)oc3cc(C)c(Cl)cc23)cc1 | -1% | 23% | -1% | -4% | 8 | 1% | 9
47 | COC(=O)c1cccc(NC(=O)Cc2ccsc2)c1 | -20% | -7% | 15% | 0% | 19 | 12% | 12
48 | O=C(OCCN1CCOCC1)c1cccc(F)c1 | 1% | 23% | 337%[activator] | 7% | 36 | ? | 6
49 | CS(=O)(=O)c1ccc(N2CCN(C3CC(=O)NC3=O)CC2)cc1 (configuration not stated) | -8% | -4% | -2% | -1% | -7 | ? | 0
50 | Cn1c(=O)c2c(nc(N3CCCCC3)n2C)n(C)c1=O | 3% | 4%&15% | 17% | 6% | -7 | -9% | -1
51 | CCc1ccc2oc(=O)cc(CN3CCN(CCO)CC3)c2c1 | -1% | -5% | -1% | 0% | 51 | 0% | -2
52 | CN(C)CCNc1c2c(c(C#N)c3nc4ccccc4n13)CCCC2 | -11% | -19% | ? | 1% | -3 | ? | -5
53 | O=C(NCc1ccccc1)Nc1cccn(Cc2ccccc2Cl)c1=O | 4% | 13µM* | ? | -2% | 50* | ? | 3
54 | Cc1ccc(S(=O)(=O)N2CCN(S(=O)(=O)c3ccc(C)cc3)C2)cc1 | -2% | -19% | / | 2% | 12 | 31%[activator] | -3
